Assay outcomes: PubChem BioAssay, several laboratories
NCOA1 inh = SRC1 coactivator transcriptional activity inhibitors, primary screen, cell-based, luminescence; HEK293 GAL4-SRC1 luciferase reporter; inhibition, % at 3.6 µM; hit rate 0.12% among 360,000;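 active = inhibition above the campaign mean plus 3 SD, with each screening campaign given its own cutoff, cut at about 60% in these data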;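 also: 0% = DMSO treated cells and 100% = gossypol at 36 µM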
SRC3 inh = SRC3 coactivator transcriptional activity inhibitors, primary screen, cell-based, luminescence. inhibition, % at 3.6 µM. Nuclear receptor coactivator 3 (Homo sapiens), Q9Y6Q9. HEK293 GAL4-SRC3 luciferase reporter. AID 588352, 2011. hit rate 0.17% among 360,000;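 active = inhibition above a per-campaign cutoff, the mean of all compounds plus 3 SD, cut at about 60% in these data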;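 also: 0% = DMSO-treated cells and 100% = gossypol-treated cells at 36 µM; higher means less SRC3-driven luciferase light from the GAL4 reporter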
EBV LMP1 NFkB = EBV LMP1-driven NF-kappaB luciferase reporter inhibitors, primary screen, cell-based, luminescence, single point; LMP1-induced NF-kappaB luciferase reporter cells; inhibition, % at 12.5 µM; hit rate 0.69% among 350,000; AID 504558, 2011; in the data active = inhibition above about 41%;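 also: 0% = neutral control wells and 100% = reference inhibitor control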
TROY signal inh = inhibitors of TROY-driven NF-kB signaling, primary screen, Q293 LMP1-TROYcd cells, NF-kB luciferase, uHTS; Q293 LMP1-TROYcd NF-kB luciferase reporter, 4 h; inhibition, % at 10 µM; hit rate 0.98% among 360,000; AID 1347056, 2019;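 active = compounds whose plate-normalised and pattern-corrected inhibition of the luciferase reporter signal at the single screening dose is 50% or more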
C8 TRAIL sens = viability loss with TRAIL in NB7+C8 cells, primary screen, TRAIL sensitizer project, cell-based, ATPlite luminescence; inhibition (viability loss, TRAIL sensitization), % at 10 µM; hit rate 1% among 360,000; AID 624354, 2012;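 active = compounds causing at least 50% loss of cell viability in the single-dose screen, relative to plate controls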
NR2F2 inh = NR2F2 transcriptional activity inhibitors, primary screen, cell-based, luciferase reporter, HEK293T, luminescence; COUP transcription factor 2 (Homo sapiens), P24468; HEK293T NGFI-A luciferase reporter; inhibition, % at 8.6 µM; hit rate 0.7% among 370,000; AID 686940, 2013;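 active = inhibition above a per-plate cutoff, mean inhibition of test wells between control levels plus 3 SD, cut at about 38% in these data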;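 also: cells cotransfected with COUP-TFII expression vector driving the NGFI-A reporter; 0% = median of COUP-TF2 test wells and 100% = reporter-only cells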
NR5A2 inv ag = LRH-1 (NR5A2) inverse agonists, primary screen, cell-based, luminescence, HEK293T, StAR-luciferase reporter | LRH-1 transfected, 24 h | Nuclear receptor subfamily 5 group A member 2 (Homo sapiens), O00482 | inhibition, % at 3.6 µM | hit rate 0.13% among 360,000;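 active = inhibition above the mean inhibition of all tested compounds plus 3 SD, cut at about 73% in these data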;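 also: 0% = DMSO wells and 100% = reporter-only cells lacking LRH-1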
SRC2 inh = inhibition of GAL4-SRC2 driven luciferase reporter, primary screen, SRC2 inhibitor project, cell-based, luminescence; HEK293 GAL4-SRC2 luciferase reporter; hit rate 0.17% among 370,000; Nuclear receptor coactivator 2 (Homo sapiens), Q15596; inhibition, % at 9 µM;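 active = inhibition above the mean inhibition of all tested compounds plus 3 SD, set per campaign, cut at about 52% in these data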;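 also: 0% = DMSO treated cells and 100% = cells given Gossypol at 36 µM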
TWEAK-Fn14 inh = inhibitors of TWEAK-Fn14 signaling, primary screen, luciferase reporter cells, uHTS; TWEAK-stimulated Fn14 reporter cells, luciferase luminescence, 8 h; AID 1159606, 2016; inhibition, % at 10 µM; hit rate 2% among 360,000; in the data active = inhibition above about 50%
TLR9-MyD88 block = inhibitors of TLR9-MyD88 association in cells, primary screen, cell-based, CHO, BLA complementation, fluorescence; Toll-like receptor 9 (Homo sapiens) + Myeloid differentiation primary response protein …; CCF4 FRET ratio; inhibition, % at 4.98 µM; hit rate 0.21% among 340,000;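 active = inhibition above the mean over all tested compounds plus 3 SD, cut at about 21% in these data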;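 also: 0% = DMSO only wells and 100% = clavulanate BLA inhibitor control wells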
NOD2-RIPK2 inh = NOD2-RIPK2 binding disruptors in cells, primary screen, fluorescence, CHO cells, BLA complementation. hit rate 0.38% among 360,000. inhibition, % at 4.98 µM. Receptor-interacting serine/threonine-protein kinase 2 (Homo sapiens), O43353. CCF4 ratio; in the data active = inhibition above about 21%;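 also: 0% = vehicle only and 100% = reference blocker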
* = called active by the depositor; nt = not tested or not shown.

SMILES	NCOA1 inh	SRC3 inh	EBV LMP1 NFkB	TROY signal inh	C8 TRAIL sens	NR2F2 inh	NR5A2 inv ag	SRC2 inh	TWEAK-Fn14 inh	TLR9-MyD88 block	NOD2-RIPK2 inh
COc1ccccc1NC(=O)Cc1noc(CSc2cccc[n+]2[O-])n1	-1	1	0	-2	-10	-9	6	6	-2	-4	-7
O=C(O)CCC(=O)Nc1ccc(N2CCCCC2)c(C(=O)O)c1	-3	10	13	-17	11	-1	6	-7	4	13	3
CN(C)CCNC(=O)c1cc2ccccc2oc1=O	2	3	0	-15	1	-60	5	2	-5	8	4
CCOC(=O)C1CCCN(CCC(=O)Nc2ccc(C)cc2)C1 (centres undefined)	0	-27	-4	-1	-16	5	2	-16	-8	-5	-4
CC(C)(C)NC(=O)Cn1nnc(-c2cccs2)n1	-42	-12	-2	5	-20	-16	-43	-19	-3	-3	3
COc1ccccc1-n1c(SCC(=O)N2CCCCC2)nnc1-c1ccccc1O	2	21	4	-11	-9	-11	-11	0	4	3	-14
O=[N+]([O-])c1nn(-c2ccccc2)n(O)c1=NCc1ccc2c(c1)OCO2	-18	7	2	-26	-6	-6	1	-35	1	1	-1
CC1=CC2=NC(=O)/C(=C\c3cccn3CCOc3cccc(C)c3)C(=N)N2O1	-10	14	9	-5	10	-5	-9	4	7	-15	-4
CCOc1ccc(NC(=S)NCC(c2cccnc2)N2CCOCC2)cc1 (centres undefined)	-12	13	-3	18	-4	-12	-4	-15	-4	-1	3
Cc1csc(NC(=O)c2ccc(Br)s2)n1	-83	-76	-4	-18	14	-25	-155	-41	0	-2	-3
Cc1ccccc1OC(C)C(=O)NCc1cccnc1 (centres undefined)	-2	17	1	21	-10	-12	10	-9	9	10	-6
NS(=O)(=O)c1cccc(-n2cnnn2)c1	-10	14	-8	-5	4	9	0	-4	-9	-2	-2
CCn1c(C)nc2cc(C(=O)NNC(=S)NC(=O)c3ccc(OC)cc3)ccc21	10	12	18	19	10	-2	-2	-12	-27	-7	-2
CCN(CC)C(=O)c1sc2nc(-c3ccncc3)[nH]c(=O)c2c1C	-25	5	2	26	-4	12	-7	17	27	-1	-3
Cc1ccc(C(=O)N2CCOCC2)cc1[N+](=O)[O-]	-5	-15	0	1	-4	12	8	-26	23	1	-4
CC1=NC(=O)C(N=Nc2ccccc2C(=O)O)N1c1ccccc1 (centres undefined)	-17	-16	-3	26	5	4	-14	-5	22	nt	-23
CCOc1ccc(C(=O)OCC(=O)NCc2ccccc2)cc1OCC	-5	2	4	6	8	-5	-9	-26	-3	7	0
C/C(N)=C(/C#N)C(=O)COC(=O)CSc1ccccc1	6	-4	-10	-23	3	-18	9	-20	1	10	-13
CC1=NNC(=O)C1CCC(=O)N/N=C\c1ccccc1[N+](=O)[O-] (centres undefined)	-5	-6	-7	-30	-5	7	-5	-15	-9	2	3
CC(C)C[C@@H](CN1CCCC1CN1C(=S)NC[C@@H]1Cc1ccccc1)N1C[C@H](Cc2ccccc2)N(CC2CCCCC2)C1=S (some centres undefined)	nt	nt	nt	3	-12	15	-8	-4	21	nt	3
CC(=O)NC1=NC(=O)/C(=C/N2CCCCC2)S1	-18	7	-1	-21	-2	3	20	7	6	-2	6
Cc1ccccc1-c1nc(CN2CCSCC2)c(C)o1	4	-12	-8	-24	-9	-13	5	-2	-19	-8	0
CC(C)Oc1ccc(C(=O)CCN2CCOCC2)cc1	-16	1	7	11	-5	13	22	25	22	3	8
CC1CCN(c2nc3ccc(C(=O)N4CCN(Cc5ccc6c(c5)OCO6)CC4)cc3s2)CC1	-37	-32	-17	-15	22	19	-35	-23	-6	10	-2
Nc1ccccc1SCC(=O)Nc1nc(-c2ccccc2)cs1	-17	43	-20	-29	8	-30	26	-17	-12	2	-2

A section taken from the entries so far, as a working copy:
SMILES	NCOA1 inh	SRC3 inh	EBV LMP1 NFkB	TROY signal inh	C8 TRAIL sens	NR2F2 inh	NR5A2 inv ag	SRC2 inh	TWEAK-Fn14 inh	TLR9-MyD88 block	NOD2-RIPK2 inh
CC1=NNC(=O)C1CCC(=O)N/N=C\c1ccccc1[N+](=O)[O-] (centres undefined)	-5	-6	-7	-30	-5	7	-5	-15	-9	2	3
CC(C)C[C@@H](CN1CCCC1CN1C(=S)NC[C@@H]1Cc1ccccc1)N1C[C@H](Cc2ccccc2)N(CC2CCCCC2)C1=S (some centres undefined)	nt	nt	nt	3	-12	15	-8	-4	21	nt	3

The list continues.
SMILES	NCOA1 inh	SRC3 inh	EBV LMP1 NFkB	TROY signal inh	C8 TRAIL sens	NR2F2 inh	NR5A2 inv ag	SRC2 inh	TWEAK-Fn14 inh	TLR9-MyD88 block	NOD2-RIPK2 inh
CN(C(=O)COc1ccc2c(-c3ccccc3)cc(=O)oc2c1)C1CCS(=O)(=O)C1 (centres undefined)	1	14	8	16	17	-11	25	-18	-9	1	-4
CCCCOC(=O)c1ccc(NC(c2ccc(C)cc2)P(=O)(OC)OC)cc1 (centres undefined)	12	3	-9	16	-3	-8	10	-31	5	4	6
CN(C)c1cccc(NC2=CC(=[N+]3CCOCC3)CC(C)(C)C2)c1	-9	7	-7	4	-2	11	3	4	-4	5	-4
Nc1c(C(=O)N/N=C/c2ccc(Cl)cc2)cnn1-c1ccccc1	-17	-29	-3	3	-4	16	-27	-6	-18	2	-2
COc1ccc(-n2c(C)cc(C(=O)CSc3nn4c(=O)c(C(C)(C)C)nnc4s3)c2C)cc1	-12	-7	0	-17	-2	0	-18	-9	-3	-7	9
CC(N)c1csc(Nc2nncc3ccccc23)n1 (centres undefined)	-1	-2	nt	5	-9	-7	-8	-1	9	nt	4
CC1CC(C)CN(C(=O)CSc2nnc(-c3ccc(Cl)s3)o2)C1 (centres undefined)	-20	8	9	5	-18	16	-2	5	-12	2	-7
NC(=O)CSc1nnc(-c2cccc(S(=O)(=O)N3CCCCC3)c2)o1	9	12	-7	-10	8	8	0	-4	9	4	8
Cc1ccccc1NS(=O)(=O)c1nnc(NC(=O)c2ccccc2C)s1	-8	5	8	-22	-8	-9	11	-1	-11	2	11
CC1CCCN(S(=O)(=O)c2ccc(S(=O)(=O)N3CCCN(Cc4ccccc4)C3)cc2)C1 (centres undefined)	-10	0	-21	-4	4	-16	1	2	-4	3	2
COc1ccc(C2=NOC(Cn3c(Cc4ccc(Cl)cc4)nc4c3c(=O)n(C)c(=O)n4C)C2)cc1 (centres undefined)	-1	3	-7	-1	-2	5	-8	-11	-13	5	-4
COc1cnc(-c2ccccn2)nc1Sc1ccc(F)cc1	-5	8	9	-10	3	17	6	6	-1	5	1
CCCCC(=O)NC(=S)Nc1c(C)cc(Br)cc1C	-13	-23	7	-8	-1	14	-2	6	6	-3	-2
Cc1cc(C)nc(N/N=C/c2cccc([N+](=O)[O-])c2)n1	-7	-17	5	-22	2	4	2	2	1	nt	-6
CC(C)n1c(NCc2ccccc2O)nc2ccccc21	-8	14	-8	12	-6	-16	-5	11	-28	4	-3
CCn1nc(C(=O)NCC(c2cccs2)N2CCOCC2)c2ccccc2c1=O (centres undefined)	17	4	0	0	19	-6	17	8	-5	-16	-2
COc1ccc2cc(CCNC(=O)c3cccc([N+](=O)[O-])c3)c(=O)[nH]c2c1	-9	2	10	13	-1	6	17	0	-9	-5	-10
COCCN(CCOC)C(=O)COC(=O)c1ccc(Cl)c(S(=O)(=O)N(C)c2ccccc2)c1	-6	8	1	2	-4	12	3	-18	15	-8	0
O=C(NCC1CCCO1)c1csc2c1CCCC2 (centres undefined)	-14	-3	-1	-34	-18	4	5	-14	-18	6	-10
CC(=O)C1=CCC(c2ccc(C)cc2)N(S(=O)(=O)c2ccc(C)cc2)C1 (centres undefined)	2	17	nt	6	8	7	6	-23	-4	nt	-5
CCN(CC(=O)Nc1ccccc1C(F)(F)F)C(=O)c1oc2ccc(OC)cc2c1C	-46	-40	-18	-22	-2	-38	-35	-59	-29	-7	-5
COC(=O)c1sc(N2C(=O)c3oc4ccccc4c(=O)c3C2c2cccs2)nc1C (centres undefined)	9	10	-26	16	14	-10	22	30	-23	-2	-3
CCn1c(Cc2ccccc2)nnc1SCC(=O)Nc1nccs1	-4	19	-24	-8	-21	4	-31	4	8	0	1
CCOCCCNc1ncc2c(n1)CC(c1ccc(C)cc1)CC2=O (centres undefined)	6	-11	6	17	16	0	9	-8	-10	-1	-10
CCCCC(=O)N1CCN(c2nc3ccc(OCC)cc3s2)CC1	-11	-5	0	-1	-5	-2	4	-16	-13	-1	2
Other entries
SMILES	NCOA1 inh	SRC3 inh	EBV LMP1 NFkB	TROY signal inh	C8 TRAIL sens	NR2F2 inh	NR5A2 inv ag	SRC2 inh	TWEAK-Fn14 inh	TLR9-MyD88 block	NOD2-RIPK2 inh
O=[N+]([O-])c1cc([N+](=O)[O-])c2cccnc2c1Oc1ccccc1O	-12	-4	8	-8	23	-23	-12	-4	-4	2	-3
O=C(NCCN1CCOCC1)C1CCC(CNS(=O)(=O)c2ccccc2)CC1 (centres undefined)	15	1	4	-4	-5	19	-6	-1	-6	-7	-6
CCOC(=O)C1=C(SCC(=O)Nc2ccccc2)NC(=O)C(C#N)C12CCCCC2 (centres undefined)	-3	-12	-5	21	8	-3	-4	-4	24	-2	-2
COc1ccc(NC(=O)N(C)C[C@H]2Oc3ccc(NC(=O)c4ccncc4)cc3C(=O)N([C@H](C)CO)C[C@@H]2C)cc1	3	17	2	6	-21	-18	23	-31	-10	5	1
CC1(C)OC1(C#N)c1ccccc1 (centres undefined)	5	-10	0	-1	-6	13	7	-19	3	4	7
CC(C)c1ccc(C2OCCCO2)cc1	2	1	-1	2	-3	6	10	-6	12	0	-7
C=CCOc1ccccc1CNCc1cccnc1	-18	3	5	-7	-8	-7	-2	-6	-1	-6	1
CCCN(CC(=O)Nc1ccccc1OC)C(=O)c1cc2ccccc2o1	-20	5	-2	20	0	2	21	2	3	4	2
CC(=O)Nc1ccc(NC(=O)C(C)OC(=O)c2ccc3[nH]c(C)c(C)c3c2)cc1 (centres undefined)	-7	-1	-2	-7	0	25	2	-29	-35	-9	-1
COc1ccc(C(=O)NCCCN2CCCC2=O)cc1	-25	-7	-4	-15	2	-9	10	-14	-19	-1	-2
COc1cc(CN2CCc3c([nH]c4ccccc34)C2)cc(OC)c1	7	8	6	-9	7	-2	4	-3	-16	-2	-2
C[C@H](NC(=O)C1CCN(S(=O)(=O)c2ccccc2)CC1)C(=O)NCc1ccc(Cl)cc1Cl	-37	-9	5	27	-5	13	5	4	18	-9	-9
CCC1CCc2sc(C(=O)OCC(=O)N(CCOC)c3c(N)n(Cc4ccccc4)c(=O)[nH]c3=O)cc2C1 (centres undefined)	-12	-13	-3	-5	-4	13	-26	0	1	-6	-18
CCN(C(=O)Cn1c(=O)oc2ccccc21)c1cccc(C)c1	12	2	6	3	-1	-7	-8	8	8	-6	-4

These rows are one share of the data; count on the stated rates, not on these rows.
